# Screening data deposited in PubChem BioAssay by National Center for Advancing Translational Sciences (NCATS).
# TrxR1 substrate – substrates of rat thioredoxin reductase 1 | O89049 | purified TrxR1 substrate turnover, NADPH consumption readout | Potency, µM (highest dose often 114 µM), without a hit: at the top dose activity change, negative = substrate turnover | actives 0.01% (n = 390,000) | AID 588456; also: potency is read from the fitted curve at half-maximal effect; % is scaled to controls: 0 for no effect and ±100 for the full control effect; nearly all actives have a fitted effect of over 50% in size
#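 Rat TrxR1, dispensed at 90 nM, was prereduced with 400 uM NADPH (final) for 5 min at ~22 deg C, then incubated with compound 15 min before 400 uM selenite. A first-read NADPH fluorescence drop versus no-compound background flagged substrates.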
# PI4K2A block – blocks human PI4K2A kinase activity | actives 0.13% (n = 420,000) | purified PI4K2A, ADP-Glo luminescence, 1 h; stronger effect = lower value | Q9BTU6 | AID 1346378 | activity change, negative = inhibition, % at 76.9 µM; in the data active = activity change below about -50%; inconclusive = mostly about -30% to -49%;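 also: -100% = wells without enzyme as full effect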
# Target sequence (Q9BTU6 whole entry, looked up): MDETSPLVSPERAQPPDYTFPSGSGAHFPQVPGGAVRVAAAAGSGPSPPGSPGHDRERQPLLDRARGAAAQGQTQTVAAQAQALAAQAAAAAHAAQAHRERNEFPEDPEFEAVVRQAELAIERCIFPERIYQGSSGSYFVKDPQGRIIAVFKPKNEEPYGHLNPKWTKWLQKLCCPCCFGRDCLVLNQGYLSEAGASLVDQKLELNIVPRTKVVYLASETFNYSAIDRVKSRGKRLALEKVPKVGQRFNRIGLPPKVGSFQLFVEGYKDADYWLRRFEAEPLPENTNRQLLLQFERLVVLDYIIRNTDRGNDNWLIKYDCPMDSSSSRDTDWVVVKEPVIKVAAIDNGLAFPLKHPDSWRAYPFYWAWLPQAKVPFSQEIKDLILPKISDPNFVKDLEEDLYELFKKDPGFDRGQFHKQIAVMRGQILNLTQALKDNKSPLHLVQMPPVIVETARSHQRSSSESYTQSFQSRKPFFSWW
#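 Compounds are screened against recombinant PI4K2A using PI as substrate and ATP, the latter dispensed at 300 microM. Reactions run one hour at ambient temperature before ADP-Glo detection; full inhibition defined by wells lacking enzyme.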
# TrxR1 inh – inhibitors of rat thioredoxin reductase 1; O89049; recombinant rTrxR1, NADPH fluorescence consumption, selenite substrate; Potency, µM (doses to about 114 µM), inactives show top-dose activity change, negative = inhibition, usual class: inhibitors; actives 1% (n = 390,000); AID 588453; also: potency is read from the fitted curve at half-maximal effect; % is scaled to controls: 0 for no effect and ±100 for the full control effect; nearly all actives have a fitted effect of over 65% in size
#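 Rat TrxR1 (90 nM in the dispensed reagent) was pre-reduced with 400 uM NADPH for 5 min at room temperature, then incubated with compound for 15 min. After 400 uM selenite was added, NADPH fluorescence (Ex 340/Em 450 nm) was followed for 8 min.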
# mIDH1 inhibitor – human IDH1 R132H inhibition. actives 0.093% (n = 390,000). Potency, µM (doses to about 76.6 µM), without a hit: at the highest dose activity change, negative = inhibition, actives largely listed as inhibitors. AID 602179. IDH1-R132H enzyme, NADPH consumption, diaphorase/resazurin fluorescence. O75874; also: potency is read from the fitted curve at half-maximal effect; % is scaled to controls: 0 for no effect and ±100 for the full control effect; nearly all actives have a fitted effect of over 65% in size
# Target sequence (O75874 whole entry R132H, stated change not applied): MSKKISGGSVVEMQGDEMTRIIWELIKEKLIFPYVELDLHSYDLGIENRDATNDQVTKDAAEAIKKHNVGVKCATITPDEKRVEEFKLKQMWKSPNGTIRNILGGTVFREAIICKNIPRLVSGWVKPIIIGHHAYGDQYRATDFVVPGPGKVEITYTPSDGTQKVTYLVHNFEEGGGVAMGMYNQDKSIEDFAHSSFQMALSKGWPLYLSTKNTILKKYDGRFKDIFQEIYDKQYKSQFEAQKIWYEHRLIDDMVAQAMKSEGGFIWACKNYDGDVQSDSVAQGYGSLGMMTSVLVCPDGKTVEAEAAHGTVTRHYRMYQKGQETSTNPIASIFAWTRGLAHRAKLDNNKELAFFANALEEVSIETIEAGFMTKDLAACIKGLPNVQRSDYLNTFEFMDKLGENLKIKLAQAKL
#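 IDH1-R132H (0.5 ug/mL) preincubated 30 min with compound, then NADPH (0.016 mM) and alpha-KG (2 mM) added; 80 min at RT, pH 7.5. Remaining NADPH coupled via diaphorase/resazurin to fluorescence (540/590 nm); concentration-response curves normalized to no-enzyme control.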
# D2 ag – activates the human D2 dopamine receptor; P14416; HEK293 T-REx D2 cells, calcium flux agonist mode; activation, % at 2 µM; actives 0.53% (n = 340,000); AID 485358;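 active = activation over 3 SD above normal in the single-dose calcium agonist read, cut at about 30% in these data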; also: 0% is about no effect
#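 In this primary screen, compounds producing a positive calcium signal within 180 s of addition to tetracycline-induced, force-coupled HEK293 Trex D2 cells are flagged; cells are dye-loaded with a no-wash calcium kit beforehand.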
# USP1-UAF1 inh – inhibitors of human USP1/UAF1 deubiquitinase; recombinant USP1/UAF1, Ub-Rhodamine cleavage fluorescence; actives 0.23% (n = 390,000); Potency, µM (top dose mostly 57.1 µM), without a hit: top-dose activity change, negative = inhibition, most hits filed as inhibitors; O94782; also: potency is read from the fitted curve at half-maximal effect; % is scaled to controls: 0 for no effect and ±100 for the full control effect; nearly all actives have a fitted effect of over 60% in size; inactives centre near -12
#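 Step one: compound is pinned into 1nM USP1/UAF1 in HEPES pH 7.8 buffer with TCEP. Step two: 15 min room-temperature incubation. Step three: Ub-Rho (150nM final) starts cleavage, tracked by fluorescence over six one-minute reads.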
# TRHR ag – TRH receptor (human) agonism | actives 0.18% (n = 360,000) | TRHR cells, calcium flux fluo-8, FDSS agonist mode | activation, % at 2 µM; in the data active = activation above about 30%; also: 0% is about no effect
#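 In this calcium-flux screen, cells bearing human TRHR are dye-loaded with fluo-8, baselined for 10 cycles, then exposed to library compounds; positive kinetic calcium responses during the agonist phase mark hits, with TRH as control.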
# TRHR PAM – allosterically enhances the human TRH receptor. enhancement, % at 2 µM. P34981. actives 0.66% (n = 360,000). TRHR cells, fluo-8 calcium fluorescence, EC20 TRH enhancement; in the data active = enhancement above about 30%; also: 0% is about no effect
#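 TRHR-expressing cells loaded with fluo-8 calcium dye were read kinetically (ex 480/em 530) during compound addition, then stimulated with an EC20 of TRH (10 nM final). Enhancement of the Gq-mediated intracellular calcium response was scored.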
# D2 antagonist – D2 dopamine receptor (human) antagonism. AID 485344. HEK293 TREx D2 cells, calcium flux, dopamine EC80. P14416. inhibition, % at 10 µM. actives 2% (n = 340,000); in the data active = inhibition above about 30%; also: 0% is about no effect
#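 Dopamine at EC80 is the agonist stimulus; test compounds precede it by 180 s. Calcium flux read kinetically in a force-coupled, inducible HEK293 T-REx D2 cell line.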
# An asterisk follows results filed as active; ? = inconclusive; · = no result given; [ ] = remark or other dose. Unless noted, calls follow the shape of the dose curve; as a rule, active = well fitted inhibition curve with a large enough effect; inconclusive = small, poorly fitted or top-dose-only effect; inactive = no such curve, though single readings can be large or run the other way. Not a hit list. About 3.9% of those tested had a hit in this group.
# The first 3 compounds, to show the layout:
SMILES,TrxR1 substrate,PI4K2A block,TrxR1 inh,mIDH1 inhibitor,D2 ag,USP1-UAF1 inh,TRHR ag,TRHR PAM,D2 antagonist
COc1cccc2c(=O)c(C(=O)NCCc3ccccc3)c[nH]c12,54%[activator],2,2%,5%,·,-18%,·,·,·
CC(C)(C)c1ccc(C(=O)NCC(c2ccco2)S(=O)(=O)c2ccc(F)cc2)cc1 (stereo unspecified),-2%[57.1 µM],-4,-20%[57.1 µM],13%,5.9,-12%,1.0,-5,·
Cc1ccc(OC/C(=N\O)C(C)(C)C)c([N+](=O)[O-])c1,-6%,-8,-2%[11.4 µM],18%,-0.3,0%,-0.3,12,-2

# The listing (from the top)
SMILES,TrxR1 substrate,PI4K2A block,TrxR1 inh,mIDH1 inhibitor,D2 ag,USP1-UAF1 inh,TRHR ag,TRHR PAM,D2 antagonist
COc1cccc2c(=O)c(C(=O)NCCc3ccccc3)c[nH]c12,54%[activator],2,2%,5%,·,-18%,·,·,·
CC(C)(C)c1ccc(C(=O)NCC(c2ccco2)S(=O)(=O)c2ccc(F)cc2)cc1 (stereo unspecified),-2%[57.1 µM],-4,-20%[57.1 µM],13%,5.9,-12%,1.0,-5,·
Cc1ccc(OC/C(=N\O)C(C)(C)C)c([N+](=O)[O-])c1,-6%,-8,-2%[11.4 µM],18%,-0.3,0%,-0.3,12,-2
COc1ccc(C(=S)N2CCOCC2)cc1OC(=O)c1ccc([N+](=O)[O-])cc1,?,-2,-18%,12%,1.5,-8%,0.0,5,-10
O=C(Nc1ccc2c(c1)OCO2)C1CC1,5%,-1,-1%,0%,·,-16%,-0.5,0,·
Cc1ccccc1OCCN(C#N)c1nc(N(C)C)nc(N(C)C)n1,10%[57.1 µM],-1,29%[57.1 µM],12%,1.9,-3%,2.2,-3,-6
COc1ccc(C)c2sc(N(Cc3cccnc3)C(C)=O)nc12,-1%[57.1 µM],-2,14%[57.1 µM],0%,0.1,-27%,-0.1,5,·
COc1ccc(NS(=O)(=O)c2ccc(N)c(C(=O)O)c2)cc1,-13%,10,-12%,4%,0.8,-7%,0.4,2,0
COc1cccc(/C=N\NC(=O)C2C(=O)NCC2c2ccccc2)c1O (stereo unspecified),-1%[57.1 µM],1,12%[57.1 µM],1%,-0.3,-17%,3.4,-3,-15
Cc1cc(C)cc(NC(=O)CN2C(=O)C3CC=CCC3C2=O)c1 (stereo unspecified),-7%,1,-11%,-4%,0.7,-7%,-0.5,4,-3
COc1ccccc1-c1c(C#N)c(N)nc2c1CCC2,154%,-4,12%[57.1 µM],5%,-0.2,-15%,-0.8,3,12
Cc1ccc(NS(=O)(=O)c2ccc(C(=O)N3CCCCCCC3)cc2)cc1,2%,-4,41%,-6%,1.0,-13%,0.4,-1,4
CN(C)S(=O)(=O)N1CCC(Oc2cccc(C(=O)N3CCCCCC3)c2)CC1,-6%,3,-8%,7%,1.0,-10%,-1.2,-8,-4
O=C(c1ccncc1)N1CCN(c2ccc(F)cc2)CC1,0%,-4,-18%,4%,0.5,-20%,0.0,-5,-5
CCOc1ccc(NC(=O)NC(C)CC)cc1 (stereo unspecified),11%,-8,30%,-18%,0.7,-11%,-2.8,4,-3
COCCN(CC(=O)Nc1cc(Cl)ccc1-n1cncn1)Cc1nc2ccccc2c(=O)[nH]1,3%,-4,24%,-1%,0.9,-20%,-0.1,-1,-6
Clc1ccc(SCCOCCN2CCc3ccccc3C2)cc1,7%[57.1 µM],1,12%[57.1 µM],8%,-0.2,-24%,-0.4,-6,50*
CCC(Sc1nc2c(cnn2-c2ccccc2)c(=O)[nH]1)C(=O)OC (stereo unspecified),-2%[57.1 µM],3,5%[57.1 µM],13%,·,-22%,0.0,-1,·
CCCN1Cc2cccc(C(=O)Nc3cc(OC)cc(OC)c3)c2C1=O,12%,-10,22%,3%,2.0,-7%,0.3,-16,17
CCOc1ccc(NC(=O)CCN2C(=O)c3cccc([N+](=O)[O-])c3C2=O)cc1,-2%,-1,-1%,9%,0.1,-23%,-0.7,1,-2
CC1CCCC(NC(=O)COC(=O)COc2cccc(F)c2)C1C (stereo unspecified),-9%,-2,4%,-3%,·,3%,·,·,·
O=C(Nc1cccc(C(F)(F)F)c1)c1noc2c1CCc1ccccc1-2,-7%,-2,-6%,11%,3.1,-21%,5.9,-4,·
COc1ccc(C(=O)NNC(=O)C(=O)Nc2ccc(C)c(Cl)c2)cc1,-6%,4,17%,3%,1.2,-13%,0.2,1,-6
COc1cccc(-c2nc(CS(=O)(=O)CC(=O)NC3CC3)c(C)o2)c1,4%,2,-3%,-8%,-0.4,-24%,-0.9,-9,-7
Cc1[nH]c2ccc(Br)cc2c(=S)c1C/C=C/Cl,3%[57.1 µM],-4,11%[57.1 µM],0%,0.0,-11%,0.1,1,-2
COc1ccc(NC2CCCN(C(=O)c3ccc4[nH]c(C)c(C)c4c3)C2)cc1 (stereo unspecified),6%,2,16%,-3%,·,-22%,0.4,2,·
COc1ccc(-n2cc(-c3ccccc3)c3c(NC4CCCC4)ncnc32)cc1,-4%[57.1 µM],-3,11%[57.1 µM],32µM*,0.0,-11%,0.0,5,·
C/C(=N\NC(=O)c1c(Cl)c(C)nn1C)c1ccc(NC(=O)c2ccncc2)cc1,-16%,-2,-11%,0%,-1.0,-6%,-1.1,-2,-1
CCc1nccn1S(=O)(=O)c1cc(C)c(OC)cc1C,11%[57.1 µM],-5,24%[57.1 µM],2%,-0.1,-14%,0.2,-5,-26
Cc1ccc(NC(=S)N2CCN(c3ccccn3)CC2)c(C)c1,1%,-3,5%,-13%,34*,-1%,-0.5,4,31*
Cc1nn(C)cc1C=NCCOCc1ccccc1,9%[57.1 µM],-3,1%[57.1 µM],2%,-0.3,-18%,0.4,-4,1
COc1cc(OC)c(N(C)C(=O)c2cc3c(s2)-c2ccccc2S(=O)(=O)C3)cc1Cl,-5%,3,6%,-8%,·,-5%,·,·,·
Cc1sc(NC(=O)c2ccco2)nc1-c1ccccc1,-11%,3,-14%,4%,-0.6,1%,-0.1,4,-20
O=c1sc(Nc2ccccc2)nc2ccsc12,-9%,7,-15%,0%,0.5,-9%,2.5,-5,8
C/C=C1\NC(=O)[C@H](CC(N)=O)N(C)C(=O)C([C@@H](C)O)NC(=O)C(CCCc2ccc(OC)cc2)NC(=O)[C@H](C(C)C)NC(=O)/C(=C\C)NC(=O)[C@H](O)[C@@H](C[C@@H](O)CCCCCCC)NC(=O)[C@H](C)NC(=O)CN(C)C(=O)[C@H](CCC(N)=O)NC1=O (stereo partly specified),-8%,-3,-7%,-5%[38.3 µM],·,?,·,·,·
FC(F)C(F)(F)C1=CC(c2cccs2)=NCCN1,-7%,1,?,-1%,0.0,-25%,0.2,1,3
O=c1cc(CSc2nnc(C3CC3)n2Cc2ccccc2)nc2sccn12,3%,-5,17%,10%,-3.7,-19%,1.2,-1,0
O=C(c1cc2cc(Cl)ccc2oc1=O)N1CCCC1,10%[57.1 µM],10,4%[57.1 µM],1%,0.1,-6%,0.4,7,-11
O=C(/C=C/c1cn(CC(O)CN2CCOCC2)c2ccccc12)c1cccs1 (stereo unspecified),·,·,·,·,17,·,32*,0,21
COc1ccc(OC)c(NC(=S)NCCCN2CCOCC2)c1,-8%,1,-14%,7%,0.5,1%,-0.1,-3,-15
O=C(CSC1CCCCC1)Nc1nccs1,-4%,1,-5%,3%,0.4,-15%,-0.2,6,-5
COc1ccccc1/C=C/c1nc(C#N)c(N2CCN(C)CC2)o1,342%[activator],-3,81%,2%,-0.8,-8%,-2.3,3,·
CCOc1ccc(C(=O)N2CCN(CCc3ccccc3)CC2)cc1OCC,-5%[57.1 µM],5,-4%[57.1 µM],6%,-0.2,-5%,-0.4,5,-11
Cn1cc(CCC(=O)NCCCc2ccccc2)c2ccccc21,-3%,0,14%,-12%,-0.6,-17%,-0.5,0,0
O=C(CN1C2CCCC1CC(NC(=O)c1ccccc1)C2)NC1CC1 (stereo unspecified),5%,7,14%,-3%,0.1,-8%,3.3,3,4
CC(C)C[C@H](NC(=O)c1nc[nH]c1C(=O)NCc1ccc(CNC(=O)OC(C)(C)C)cc1)C(=O)OC(C)(C)C,-9%,-1,12%,?,·,-29%,0.9,-8,·
CC(c1ccccc1)n1cc(C(=O)NCC2CCCO2)nn1 (stereo unspecified),9%,5,-8%,4%,0.0,-10%,-1.2,3,40*
COc1ccc2sc(N(CCCN(C)C)C(=O)c3ccc(S(=O)(=O)N4CCCc5ccccc54)cc3)nc2c1,2%,1,31%,2%,0.0,-16%,-1.0,-4,-2
COc1cccc(NC(=O)CSc2nc3ccccc3cc2Cc2ccccc2)c1,11%,-1,29%,-2%,-0.3,-18%,0.9,1,0
COCCn1c(SCC(=O)NCc2ccc(OC)c(OC)c2)nc2ccccc21,-7%[57.1 µM],-7,42%[activator][57.1 µM],9%,-0.6,-11%,0.9,-5,-5
# The results go on:
SMILES,TrxR1 substrate,PI4K2A block,TrxR1 inh,mIDH1 inhibitor,D2 ag,USP1-UAF1 inh,TRHR ag,TRHR PAM,D2 antagonist
Nc1nc2ccc(C(=O)NC3CCCCC3)cc2s1,-5%,8,-2%,5%,0.1,-17%,-0.2,12,-4
CC(/C=N/NC(=O)NC1CCCCC1)=C\c1ccccc1,-7%[57.1 µM],2,19%[57.1 µM],7%,1.0,-25%,-0.3,-2,-2
Cc1ccc2nc(SCC(=O)NC3CCCC3)[nH]c2c1,-6%,2,5%,-8%,·,6%,0.5,-2,·
CCc1nnc(NC(=O)CCNC(=O)c2ccccc2Cl)s1,4%[57.1 µM],-6,0%[57.1 µM],-5%,-0.6,-11%,-0.2,-8,-5
CC12CN3CC(C)(CN(C1)C3c1ccc(OCc3ccccc3)cc1)C2=O (stereo unspecified),0%,0,12%,-6%,-0.6,-14%,0.0,-1,·
CCOc1cc(C=O)ccc1OCCSc1ccc(C)cc1,-14%,-3,17%,7%,0.7,-12%,0.3,2,40*
